NPY Y2 blocker: NPY-Y2 receptor antagonists, primary screen, cell-based; Neuropeptide Y receptor type 2 (Homo sapiens), P49146; NPY-Y2 expressing cells, antagonist mode; inhibition, % at 2.7 µM; 140,000 compounds, 0.99% hits; AID 793, 2007; in the data active means inhibition above about 17%;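 further: 0% = vehicle with agonist challenge and 100% = reference antagonist with challenge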
Target sequence (P49146 whole entry, looked up): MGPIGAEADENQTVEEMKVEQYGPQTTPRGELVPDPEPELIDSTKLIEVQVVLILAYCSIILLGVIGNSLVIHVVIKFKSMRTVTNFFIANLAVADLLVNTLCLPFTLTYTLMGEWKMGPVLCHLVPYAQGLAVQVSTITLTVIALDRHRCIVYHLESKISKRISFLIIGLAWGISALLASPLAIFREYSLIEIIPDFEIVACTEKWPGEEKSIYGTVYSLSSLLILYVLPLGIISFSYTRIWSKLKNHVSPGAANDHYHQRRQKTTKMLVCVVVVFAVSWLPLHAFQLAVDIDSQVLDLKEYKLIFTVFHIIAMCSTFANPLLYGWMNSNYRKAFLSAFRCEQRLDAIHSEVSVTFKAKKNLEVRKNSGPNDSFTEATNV
GALR2 antag: GALR2 antagonists in receptor-expressing cells, primary screen; Galanin receptor type 2 (Homo sapiens), O43603; antagonist mode; inhibition, % at 4 µM; 140,000 compounds, 0.39% hits; in the data active means inhibition above about 27%;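 further: cells stimulated with galanin 1-16 at roughly its EC80; 0% = agonist challenge control and 100% = basal control without agonist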
Target sequence (O43603 whole entry, looked up): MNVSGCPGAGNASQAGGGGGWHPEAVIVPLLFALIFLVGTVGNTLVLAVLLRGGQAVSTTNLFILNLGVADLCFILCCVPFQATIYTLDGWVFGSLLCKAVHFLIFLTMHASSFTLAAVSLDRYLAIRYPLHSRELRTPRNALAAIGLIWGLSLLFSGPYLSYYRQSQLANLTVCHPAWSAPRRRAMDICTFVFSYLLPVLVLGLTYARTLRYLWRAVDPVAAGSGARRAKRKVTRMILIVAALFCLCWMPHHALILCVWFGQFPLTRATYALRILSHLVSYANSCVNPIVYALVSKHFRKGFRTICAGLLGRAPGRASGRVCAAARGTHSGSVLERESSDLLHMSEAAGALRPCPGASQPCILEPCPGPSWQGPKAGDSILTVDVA
HCT116 bCat-KO: primary screen for growth suppressors in beta-catenin knockout HCT116 cells (colon tumor, human). HCT116 beta-catenin knockout viability, CellTiter-Glo, 60 h; stronger effect = lower value. viability, % at 10 µM. 140,000 compounds, 1.5% hits. AID 818, 2007;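 active means viability at or under a set limit, the compound median less 4 SD, cut at about 6% in these data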;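 further: 0% = Hyamine 1622 control at 20 µM and 100% = untreated cell control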
Measles CPE: compounds protecting cells from measles virus cytopathic effect, primary screen, measles RdRp inhibitor project, single point, MLSMR library, absorbance. Measles virus-infected cells, CPE protection. protection (pct of control), % at 4 µM. 140,000 compounds, 1.5% hits; in the data active means protection mostly above about 24%, no sharp cut-off; inactive means mostly below about 26%; further: some compounds called inactive have numbers as strong as hits
BB579 growth dn: growth inhibitors of yeast BB579 in restrictive medium, primary screen, yeast lifespan-shortening project, S. cerevisiae. AID 804, 2007. OD615, 48 h. inhibition, % at 10 µM. 140,000 compounds, 0.51% hits;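 active means inhibition above a set limit, 3 SD over the mean compound inhibition, cut at about 44% in these data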; further: inactives centre near -24
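System: Saccharomyces cerevisiae DeaD strain BB579, replicative lifespan model yeast. Buffer or medium: restrictive glucose-based CSMM-D medium. Doses: one dose, 10 µM compound with 0.25% DMSO. Timing: 4 h preincubation and 48 h exposure at 30 °C. Detection: turbidity as optical density at 615 nm. Benchmarks: amphotericin B 10 µg/mL, positive.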
Phagocyt inh: inhibitors of macrophage phagocytosis, primary screen, imaging, J774A.1 cells, IgG beads; inhibition, % at 5 µM; J774A.1 macrophage IgG-bead phagocytosis; 110,000 compounds, 0.07% hits;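 active means inhibition above the mean of the plate negative controls plus 5 SD, cut at about 13% in these data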;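 further: phagocytic index as fraction of beads internalized from green versus red external bead signal; plate controls were DMSO negative control for no effect and cytochalasin-D positive control for full effect; some results beyond the cut were filed as inactive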
Yeast life ext: compounds extending yeast replicative lifespan, primary screen, S. cerevisiae, OD615; inhibition of the nicotinamide effect, % at 10 µM; S. cerevisiae growth with nicotinamide; deaD strain in restrictive glucose medium; 130,000 compounds, 0.68% hits;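 active means inhibition above a set limit, placed 3 SD over the median of all compounds, cut at about 26% in these data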;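 further: 0% = nicotinamide-treated wells and 100% = cells grown without nicotinamide; some compounds called inactive have numbers as strong as hits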
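Assay system: DeaD-strain S. cerevisiae. Medium: CSMM-D glucose medium, restrictive. Reagent: nicotinamide, 1.5 mM, co-present with compound. Compound: 10 µM single point, 0.25% DMSO. Schedule: culture preincubation 4 h, compound exposure 48 h, both 30 °C. Detection: absorbance at 615 nm.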
MRP1 act: H69AR viability gain despite doxorubicin, primary screen, MRP-1 activator project, H69AR cells, CellTiter-Glo; viability rescue; viability increase, % at 10 µM; 140,000 compounds, 0.61% hits; AID 799, 2007;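 active means viability gain under doxorubicin at or above a set limit, the compound median plus 3 SD, cut at about 4.7% in these data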;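 further: MRP-1 overexpressing cells given doxorubicin 25 µM after compound pretreatment; 18-22 h compound pretreatment then 72 h with doxorubicin before readout; 0% = doxorubicin-only wells and 100% = vehicle-treated cells without doxorubicin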
E-sel TNF inh: E-selectin induction blockers in HUVEC – imaging, immunofluorescence, high content, primary screen | HUVEC TNFa-induced E-selectin immunofluorescence | inhibition, % at 2 µM | 120,000 compounds, 0.71% hits;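 active means inhibition above the batch mean plus 3 SD, and confirmed as a hit on visual image review, cut at about 43% in these data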;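 further: 0% = TNF-stimulated DMSO wells and 100% = unstimulated control wells; not every result past the cut was called active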
HCT116 PTEN-null: growth suppression of PTEN-null HCT116, primary screen, cell-based, CellTiter-Glo; HCT116 PTEN-null viability, 60 h; stronger effect = lower value; viability, % at 10 µM; 140,000 compounds, 1.2% hits; AID 827, 2007;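 active means viability at or below a set limit, 4 SD under the median of all tested compounds, cut at about 3.7% in these data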;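 further: PTEN knockout HCT116 line with beta catenin targeted HCT116 as companion control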
* hit, by the source's call; x = no result given.

Sequence of screens: NPY Y2 blocker	GALR2 antag	HCT116 bCat-KO	Measles CPE	BB579 growth dn	Phagocyt inh	Yeast life ext	MRP1 act	E-sel TNF inh	HCT116 PTEN-null
1. Oc1c(C(c2ccccc2)N2CCc3ccccc3C2)sc2ncnn12 (stereo not given)
 : 3.6	14.4	81.2	8.1	-19.4	x	12.1	-0.5	x	96.4
2. COCCCNC(=O)c1c(NC(=O)c2cccs2)sc2c1CCCC2
 : 4.5	8.8	90.9	4.0	-17.1	x	-25.1	-1.9	-6.1	93.8
3. COC(=O)NC1(C(F)(F)F)NC(=O)N(C2CCCCC2)C1=O (stereo not given)
 : 0.2	5.3	90.1	12.8	-5.5	-3.7	-17.6	-2.2	-1.9	93.6
4. COc1ccccc1N1CCN(CC(=O)NC(=O)NCc2ccco2)CC1
 : 2.6	-11.7	92.0	2.5	-24.7	-5.5	2.4	1.6	x	100.3
5. Cc1ccc2nc(-c3ccc(NC(=S)NC(=O)C(C)C)cc3)sc2c1
 : -0.8	9.1	73.4	12.0	-23.0	10.5	-11.4	-3.6	4.2	62.8
6. Cn1nc2c(c1C(=O)O)CCCC2
 : 5.4	3.6	94.7	17.6	-11.6	x	x	1.9	1.1	106.3
7. COc1ccc(S(=O)(=O)NCCc2csc(-c3cccnc3)n2)cc1
 : -0.2	0.7	96.4	0.5	-15.8	-0.4	-10.2	-2.8	-0.5	100.0
8. O=C(CSc1ccccc1)Nc1cccc(S(=O)(=O)N2CCCC2)c1
 : 0.7	-2.8	91.6	11.1	-32.1	-7.3	9.1	3.0	47.4	91.7
9. Cc1nnc(NC(=O)C2(c3ccccc3)CCOCC2)s1
 : 2.6	-13.4	90.1	5.6	-13.2	-1.6	0.8	-2.2	23.7	81.1
10. CCCOC(=O)Nc1cc(OC)c(Cl)cc1OC
 : -0.1	1.8	93.0	13.3	-5.1	-3.5	-21.3	-1.8	-9.6	95.8
11. NC(=O)CSc1nnc(-c2cccc(S(=O)(=O)N3CCOCC3)c2)n1C1CCCCCC1
 : 5.2	3.1	110.3	7.3	-41.4	-0.6	-7.3	0.0	-34.2	107.4
12. O=C(COC(=O)C1=COCCO1)Nc1ncc(C(F)(F)F)cc1Cl
 : 3.9	13.2	109.2	6.1	-20.8	-0.2	-9.9	0.7	16.2	93.8
13. C/C(=N\NC(=O)c1nn(C)c(C)c1Br)c1cccc(NC(=O)c2ccc(F)cc2)c1
 : 12.5	-9.1	94.0	33.3	-24.4	12.3	-3.7	2.8	x	91.1
14. COc1ccc(OC)c(S(=O)(=O)NCCc2cn3ccsc3n2)c1
 : 1.6	-1.8	93.8	14.1	6.2	x	-11.4	-2.5	-37.4	93.0
15. Cc1ccc(S(=O)(=O)N2CCCOC2)cc1
 : 3.9	-0.6	90.4	4.5	-11.4	-1.8	-0.2	-0.1	-7.7	99.6
16. Cc1ccc2c(c1)N(CC(=O)NC1CCCCC1C)C(=O)CO2 (stereo not given)
 : 4.0	9.3	88.8	7.3	-15.1	-3.1	-7.7	-0.6	x	95.2
17. c1cc2[nH]snc2c2nc(C3CC3)nc12
 : 3.2	11.6	86.7	12.2	26.8	-0.3	-10.2	-1.9	35.3	71.5
18. C(=N\n1cnnc1)/c1cccc(Oc2ccccc2)c1
 : -0.2	11.3	96.3	1.0	5.3	-1.0	-12.2	-3.5	-41.5	99.1
19. FC(F)(F)c1cnc2c(c1)Nc1ccccc1S2
 : -1.6	-7.6	72.5	6.1	-30.6	-0.8	-11.9	-1.9	7.9	57.5
20. O=C(CCN1CCc2ccccc2C1)Nc1cccc(F)c1
 : 1.9	-10.7	94.5	15.9	-72.1	x	-5.9	-1.3	-11.4	92.6
21. CCOC(=O)Cn1c(SC)nc2sc3c(c2c1=O)CC(C)(C)OC3
 : 2.2	-20.1	88.8	3.9	-11.9	0.0	0.4	-4.8	x	78.6
22. CCc1cc2cc(C)cc(C)c2nc1SCC(=O)N1CCN(C(=O)c2ccco2)CC1
 : 2.3	-0.9	87.2	0.8	-0.3	-0.1	-2.3	-0.6	49.5	68.0
23. COc1ccc(/C=C/C(=O)Oc2cccc(/C=N/NC(=O)c3cccc(F)c3)c2)cc1
 : 4.0	-8.1	106.4	7.0	-53.8	x	-4.9	-0.1	21.7	101.6
24. COc1cccc(/C=C/C(=O)c2ccc(C)c([N+](=O)[O-])c2)c1
 : 3.6	3.8	2.7*	3.5	-15.2	0.6	0.4	-4.0	x	2.4*
25. COCCNC(=O)C1CC(=O)N(CCc2ccccc2)C1 (stereo not given)
 : 0.7	-0.7	95.0	5.8	-36.5	3.6	-7.5	-1.8	18.2	101.9
26. CC(C)(C)NCCCCOc1ccccc1F
 : 0.7	10.8	89.3	4.7	-28.8	5.5	-2.9	0.1	x	106.1
27. O=C(CN1CCSCC1)N/N=C/c1ccc(F)cc1F
 : 1.4	-1.9	103.1	24.7	-12.7	117.4*	-2.2	-0.1	-6.0	x
28. CCOC(=O)N1CCC(NC(=O)CCN2C(=O)C3C4C=CC(C4)C3C2=O)CC1 (stereo not given)
 : 2.4	-0.1	97.0	12.2	-1.8	-2.5	-2.7	-0.9	-27.3	94.4
29. CCOC(=O)c1ccc(Nc2ncnc3nc[nH]c23)cc1
 : -0.2	4.7	96.6	35.5	-10.4	0.1	-7.3	-2.6	x	97.0
30. Cc1c(C(=O)Nc2ccc(OC(F)(F)F)cc2)sc2nc3n(c(=O)c12)CCC3
 : 0.0	15.3	83.1	20.4	-14.9	x	-35.6	-2.3	-1.0	75.1
31. CN(C)c1ccc(CNn2cnnc2SCc2ccccc2F)cc1
 : 5.5	-1.9	98.3	5.6	0.8	-1.2	-4.0	-0.3	8.7	103.2
32. Cc1ccc(NC(=O)COc2ccc(CCO)cc2-n2nc3ccccc3n2)cc1C
 : 2.2	-7.0	27.4	3.9	-26.4	-11.3	-1.1	-3.5	11.2	33.1
33. Cc1ccc(C)n1-c1ccc(C(=O)N2CCOCC2)cc1
 : 2.9	-2.9	35.2	4.9	-23.0	-0.3	-5.6	-4.0	-12.4	37.4
34. c1ccc(CC2CCN(C3=Nc4cccc5cccc3c45)CC2)cc1
 : 17.0	1.9	20.9	28.6	-27.4	-1.6	-8.2	-6.2	-3.3	16.6
35. O=C(COC(=O)CC12CC3CC(CC(C3)C1)C2)Nc1ncc(Cl)cc1Cl
 : 2.9	6.1	100.7	16.0	-30.9	-0.5	31.4	0.6	-9.1	99.3
36. Cc1ccccc1S(=O)(=O)NNC(=O)C(=O)NNc1ccccn1
 : 2.8	2.2	71.8	11.6	-4.8	-0.1	-5.3	4.3	-3.6	85.4
37. Cc1cc(C)n2nc(CCc3ccccc3)nc2n1
 : 0.9	-1.6	106.1	11.3	-48.3	0.0	-12.4	1.0	16.5	115.0
38. CC1(C)CC(=O)C2=C(C1)Oc1nc3ccccc3cc1C2C(C#N)C#N (stereo not given)
 : 1.9	14.6	8.6	10.9	2.5	x	0.5	-5.3	x	6.2
39. Cc1ccccc1CN1CCN(CC2CC3C=CC2C3)CC1 (stereo not given)
 : 6.2	-2.4	81.2	2.9	-15.5	0.0	-0.1	-2.3	6.0	80.8
40. CCOc1nc(-c2ccccc2Cl)ccc1C#N
 : 8.4	3.9	86.3	10.4	-51.0	-0.3	-11.8	-2.2	-50.2	75.8
41. COc1ccc(N2CCN(CCCNC(=O)CC3Oc4ccc(C)cc4NC3=O)CC2)cc1 (stereo not given)
 : 5.1	-9.7	90.0	7.7	-30.8	-1.6	-2.7	-3.0	15.8	94.0
42. O=C(CSc1nc2c(c(=O)n1-c1ccc(Br)cc1)SCC2)Nc1nccs1
 : 2.2	2.8	85.7	2.9	-37.6	x	-16.2	0.3	-11.7	88.0
43. O=[N+]([O-])c1ccc2nc(NCCCO)nc(-c3ccccc3)c2c1
 : 5.5	5.1	91.0	13.3	-55.7	3.8	-4.0	-3.7	-7.9	84.5
44. Cc1cc(NC(=O)CSc2nnc(-c3ccccc3)n2Cc2ccco2)no1
 : 2.0	-8.6	91.3	-0.8	-16.0	x	-2.0	-1.3	8.6	97.6
45. CCn1ncc(CNC(=O)C2(C)CC2(Br)Br)c1C (stereo not given)
 : 5.2	-4.0	94.3	1.1	-38.8	-2.7	9.7	-1.2	-8.3	107.1
46. COCCSc1nnc(NC(=O)CSCc2ccccc2)s1
 : 1.0	-6.0	92.5	15.6	-81.8	-0.4	-12.9	0.2	-23.3	93.6
47. CCc1ccccc1NS(=O)(=O)c1cc(C)ccc1OC
 : 1.4	5.1	94.5	2.6	-51.6	0.2	0.9	-0.9	0.7	90.6
48. O=C(O)CN=C1NC2(CCCCC2)Cc2ccccc21
 : 3.3	14.3	98.5	3.2	-34.0	x	x	1.5	18.9	95.1
49. CCCCCC(=O)N/N=C(\C)c1ccc(N2CCCCC2)cc1
 : 0.0	-4.4	95.9	0.7	0.3	7.7	-4.1	0.4	-12.7	87.2
50. CC(C)CCn1c(SCC(=O)OCn2nnc3ccccc3c2=O)nc2ccccc2c1=O
 : 2.4	-0.8	93.2	9.1	-76.4	-1.7	-10.0	0.2	3.6	100.3

Carrying on.
Sequence of screens: NPY Y2 blocker	GALR2 antag	HCT116 bCat-KO	Measles CPE	BB579 growth dn	Phagocyt inh	Yeast life ext	MRP1 act	E-sel TNF inh	HCT116 PTEN-null
51. COc1cccc(-c2nnc(NC(=O)Cc3cccs3)s2)c1
 : -0.2	-5.6	98.4	6.2	-46.2	-3.6	8.4	-1.8	-5.6	103.0
52. COc1cc(C(=O)Nc2nc3ccc(S(=O)(=O)N4CCOCC4)cc3s2)cc(OC)c1OC
 : -2.0	7.8	78.0	15.4	-48.0	x	-4.3	-4.3	-23.1	72.1
53. Cc1ccc(-n2nnc3c(=O)oc4ccccc4c32)cc1
 : 4.9	-8.2	93.8	13.3	-41.3	x	3.5	-1.8	-35.2	101.7
54. O=C(c1ccco1)N1CCN(C(=O)c2cc(-c3ccccn3)nc3ccc(Cl)cc23)CC1
 : 3.5	11.8	74.8	4.5	-60.2	-1.7	-8.0	-2.2	-12.2	81.5
55. COc1ccc(Cn2c(C)c(C)c(C#N)c2NC(=O)Nc2ccc(F)cc2)cc1
 : -0.9	9.5	91.8	8.8	-27.9	-1.5	-2.3	-4.0	15.5	97.5
56. CC(=O)NC1C(=O)N(CCc2ccccc2)c2ccc(Br)cc21 (stereo not given)
 : 23.1*	3.3	68.2	16.3	-40.7	0.7	-7.3	-2.0	8.3	74.3
57. CCOc1cccc2cc(C(=O)Nc3nccs3)c(=O)oc12
 : -0.7	6.2	95.2	10.8	-39.4	-0.2	-6.2	-2.9	x	91.6
58. C#CCSc1nnc(-c2ccc(C)cc2)o1
 : 2.8	1.5	73.0	8.2	-29.9	x	x	-5.0	-17.6	67.5

Bioassay records: PubChem, several laboratories
